UHRF1 binding – blocks human UHRF1 binding to methylated DNA; Q96T88; UHRF1 binding to methylated oligo, TR-FRET; inhibition, % at 4.4 µM; 370,000 tested, 0.75% active; AID 687016; in the data active means inhibition above about 21%;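 further: UHRF1 SRA domain binding a hemimethylated CpG hairpin DNA probe; 0% = median of test compound wells and 100% = reference inhibitor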
Target sequence (Q96T88 whole entry, looked up, the tested form may be a part): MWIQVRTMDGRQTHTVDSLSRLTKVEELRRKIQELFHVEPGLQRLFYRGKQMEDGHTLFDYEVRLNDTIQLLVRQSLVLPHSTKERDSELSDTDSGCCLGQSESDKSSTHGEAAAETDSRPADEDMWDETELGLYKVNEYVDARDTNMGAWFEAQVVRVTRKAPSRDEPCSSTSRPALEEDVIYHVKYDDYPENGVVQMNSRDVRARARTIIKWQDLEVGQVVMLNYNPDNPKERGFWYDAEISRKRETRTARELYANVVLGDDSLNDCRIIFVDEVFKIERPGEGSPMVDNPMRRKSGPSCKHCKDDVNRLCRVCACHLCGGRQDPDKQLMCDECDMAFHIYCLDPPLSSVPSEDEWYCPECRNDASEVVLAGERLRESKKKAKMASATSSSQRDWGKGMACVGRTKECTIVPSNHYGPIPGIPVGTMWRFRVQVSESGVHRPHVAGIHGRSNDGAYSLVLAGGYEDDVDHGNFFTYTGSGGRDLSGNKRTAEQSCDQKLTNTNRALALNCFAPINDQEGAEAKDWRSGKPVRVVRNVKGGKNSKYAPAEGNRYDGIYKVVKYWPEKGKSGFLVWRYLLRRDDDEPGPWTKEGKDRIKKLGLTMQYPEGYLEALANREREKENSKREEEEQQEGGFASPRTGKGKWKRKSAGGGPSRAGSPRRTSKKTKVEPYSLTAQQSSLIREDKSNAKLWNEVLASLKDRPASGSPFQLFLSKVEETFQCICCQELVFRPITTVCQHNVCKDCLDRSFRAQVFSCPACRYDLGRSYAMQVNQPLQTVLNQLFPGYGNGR
rCAG binder – r(CAG) repeat RNA binding; TO-PRO-1 dye displacement fluorescence; 370,000 tested, 1.3% active; inhibition, % at 3 µM; AID 651821;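 active means inhibition above the plate cutoff, the mean of all test compounds on that plate plus 3 SD, cut at about 35% in these data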;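 further: 0% = DMSO alone and 100% = 100 µM mitoxantrone as full dye displacement; higher means more dye released from RNA so lower well fluorescence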
PRMT1 inh – inhibitors of human PRMT1 | Q99873 | 370,000 tested, 1.3% active | recombinant PRMT1, activity-based probe fluorescence polarization | inhibition, % at 2.79 µM;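 active means inhibition above about 21% made by adding two undisclosed values, limit read from the data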
NR1D1 modulator – modulates human Rev-erb alpha binding to DNA. Rev-erbα–FITC-DNA binding, fluorescence polarization, 90 min. P20393. AID 1259318. 370,000 tested, 0.79% active. activity, % at 10 µM;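 active means activity above about 14%, limit read from the data; passing the limit was not always enough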;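 further: 0% = DMSO wells with 35 nM protein and 100% = DMSO wells with 750 nM protein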
HTRA1 inhibitor – HTRA1 (human) protease inhibition; 340,000 tested, 0.5% active; Q92743; inhibition, % at 5.96 µM; recombinant HTRA1, FP-rhodamine activity-based probe, fluorescence polarization; in the data active means inhibition above about 36%;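 further: 0% = enzyme with DMSO and 100% = wells lacking enzyme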
PG9 Ab binder – small molecules binding HIV-1 gp120 antibody PG9; inhibition, % at 6.7 µM; 360,000 tested, 0.43% active; AID 624416; TR-FRET gp120-PG9 antibody binding; in the data active means inhibition above about 8.5%
TCR CD3 inh – human TCR-CD3 binding inhibition. TAMRA-labeled TCR probe fluorescence, biochemical. inhibition, % at 9.4 µM. 360,000 tested, 0.37% active. AID 651800; in the data active means inhibition above about 19%;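 further: recombinant mutant TCR 2C K166C tagged with TAMRA read by polarization; 0% = receptor in buffer alone and 100% = receptor with positive control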
mABHD4 FP – inhibits mouse alpha/beta hydrolase domain 4 | Q8VD66 | purified mABHD4, FP-Rh probe fluorescence polarization | inhibition, % at 8.92 µM | 370,000 tested, 0.54% active | AID 720543;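 active means inhibition exceeding the mean over every tested compound plus 3 SD, cut at about 30% in these data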;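 further: 0% = plate median of compound wells and 100% = S159A mutant with DMSO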
Target sequence (Q8VD66 whole entry, looked up, the tested form may be a part): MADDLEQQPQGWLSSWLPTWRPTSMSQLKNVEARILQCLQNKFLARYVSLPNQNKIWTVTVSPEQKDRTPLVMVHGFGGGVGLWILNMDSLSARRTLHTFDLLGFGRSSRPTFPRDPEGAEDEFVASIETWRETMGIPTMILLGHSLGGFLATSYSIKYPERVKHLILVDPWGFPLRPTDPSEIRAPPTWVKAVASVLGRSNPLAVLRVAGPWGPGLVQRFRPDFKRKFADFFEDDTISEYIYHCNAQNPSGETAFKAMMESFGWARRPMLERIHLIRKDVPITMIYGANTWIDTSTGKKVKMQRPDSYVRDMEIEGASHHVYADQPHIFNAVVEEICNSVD
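Assay system: Wild-type mouse ABHD4 protein | Medium: HEPES pH 7.0 buffer, 150 mM NaCl, 0.01% Pluronic F-127 | Incubation: Enzyme–compound pre-incubation 45 min, then probe 60 min, both 25 °C | Technique: Fluorescence polarization with parallel and perpendicular emission, 525/598 nm | Evaluation: % inhibition of FP-Rh probe binding versus controls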
LEDGF integ inh – blocks HIV-1 LEDGF/p75-dependent DNA integration; TR-FRET IN-LEDGF/p75 DNA integration, Eu/Cy5; inhibition, % at 3.7 µM; 370,000 tested, 0.64% active; AID 743269;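 active means inhibition above the screen-wide mean plus 3 SD, cut at about 13% in these data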;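 further: signal is the Cy5 over europium emission ratio at 671 and 618 nm; 0% = plate median of compound wells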
MBD2 inh – inhibitors of human MBD2 binding to methylated oligonucleotide; Q9UBB5; TR-FRET; AID 686964; 370,000 tested, 0.31% active; inhibition, % at 4.4 µM; in the data active means inhibition above about 13%
The depositor's hits bear a star; x = no result given. Only part of the results is shown; the hit share may differ from the screen's.

1) Clc1cccc(Cl)c1Cl
2) COC(=O)C1=C(c2ccc(C(C)=O)cc2)C[C@@H]2CC[C@H]1N2C(=O)N1CCC(O)(c2ccc(Cl)cc2)CC1
3) Cc1ccsc1C(=O)C1CCCN(Cc2ccccc2O)C1 (stereo not drawn)
4) CC(Cc1ccccc1)NCc1ccccc1O (stereo not drawn)
5) Cn1c(O)c(/C=C/C=Nc2ccccc2)c(=O)n(C)c1=O
6) CCCC1(CC(C)CC)C(=O)NC(=O)NC1=O (stereo not drawn)
7) N#CC(Br)Br
8) O=c1[nH]c2ccccc2n1C1CCN(C(c2cccc3ccccc23)c2nnnn2-c2ccc3c(c2)OCCO3)CC1 (stereo not drawn)
assay / compound	1	2	3	4	5	6	7	8
UHRF1 binding	0.2	0.4	-3.6	34.8*	-13.2	-0.2	-1.1	0.7
rCAG binder	3.7	-4.3	-5.0	-2.4	-19.8	0.1	2.6	13.1
PRMT1 inh	-7.5	-1.4	-0.9	5.5	-11.1	-9.1	-7.0	-1.0
NR1D1 modulator	5.3	4.2	-8.0	-0.1	23.5	8.0	2.5	5.9
HTRA1 inhibitor	5.1	-14.7	-1.3	0.1	8.5	8.8	6.2	x
PG9 Ab binder	-3.0	-1.6	0.8	1.9	-7.8	-0.9	0.2	-1.4
TCR CD3 inh	0.6	2.5	5.3	-4.2	3.1	-0.1	9.6	-0.1
mABHD4 FP	0.0	-4.3	-4.5	0.2	2.0	5.7	-6.2	-21.4
LEDGF integ inh	3.6	-0.7	-0.1	-4.3	3.0	3.2	1.0	2.4
MBD2 inh	-5.0	2.1	2.7	3.0	-11.8	8.6	-3.7	-5.2

9) C[C@H]1CNCCN1c1ccc(N2CC[C@@H](O)C2)c(C#N)c1
10) COC(=O)C1=C(c2cc3ccccc3s2)C[C@@H]2CC[C@H]1N2C
11) Cc1ccc(OCC(=O)NCCN2CCN(C(=O)COc3ccc(C)cc3)CC2)cc1
12) CC(=O)Nc1ccccc1C(=O)OCC(=O)c1ccc2c(c1)OCCO2
13) COC(=O)C1=C(c2ccccc2)C[C@@H]2CC[C@H]1N2C(=O)NCC1CC1
14) CSc1ncc(/C=C2/C(=O)NC(=O)N(c3ccc(Cl)cc3)C2=O)cn1
15) CN1CCC(c2c[nH]c3ccc(O)cc23)CC1
16) CN1Cc2cnnn2-c2ccccc2C1C#N (stereo not drawn)
assay / compound	9	10	11	12	13	14	15	16
UHRF1 binding	-5.2	6.0	-1.2	1.1	-0.9	0.5	1.0	-3.7
rCAG binder	0.9	-3.8	-7.9	-2.4	-1.5	3.9	1.2	1.1
PRMT1 inh	-1.3	0.5	-1.9	-4.8	-1.6	7.2	0.9	2.4
NR1D1 modulator	-2.7	-1.8	2.9	-1.5	-4.7	0.8	0.5	-7.5
HTRA1 inhibitor	x	-2.5	-1.9	3.4	1.2	-4.1	4.1	4.6
PG9 Ab binder	0.8	-3.4	-0.4	-0.5	0.2	-1.1	-2.4	-2.4
TCR CD3 inh	-6.2	3.6	6.8	0.5	-3.4	-9.8	-4.9	-6.2
mABHD4 FP	3.0	-1.9	-0.6	-1.4	2.1	-10.7	9.1	6.5
LEDGF integ inh	0.8	2.0	-1.4	-4.3	1.1	-1.1	-0.7	0.2
MBD2 inh	4.8	2.2	-1.5	1.0	2.6	-0.2	-6.1	4.0

Look-ups from the entries so far:
TCR CD3 inh, compound 15 is entered as -4.9
HTRA1 inhibitor, compound 13 is entered as 1.2
PG9 Ab binder, compound 8 is entered as -1.4
PG9 Ab binder, compound 1 is entered as -3.0

(continued)
17) CCCCc1cc(=O)oc2cc(OCC(=O)N3C[C@H]4C[C@@H](C3)c3cccc(=O)n3C4)c(Cl)cc12
18) NC1=NC(c2cccnc2)n2c(nc3ccccc32)N1 (stereo not drawn)
19) CCOC(=O)C1=C(C)OC(N)=C(C#N)C12C(=O)N(C)c1ccccc12 (stereo not drawn)
20) CC1=NN(c2ccccc2)C(=O)C1/C=C1\C(=O)NC(=O)N(c2cc(C)cc(C)c2)C1=O (stereo not drawn)
21) Cc1nc2ccccc2c(=O)n1-c1ccc(C(=O)O)cc1
22) CCCC(=O)NC(Oc1ccc(C(C)=O)cc1)C(Cl)(Cl)Cl (stereo not drawn)
23) CN(C)CC1CCCCC1=O (stereo not drawn)
24) COc1ccc(-c2cc(C(F)(F)F)n3nc(C(=O)N4CCC5(CC4)OCCO5)cc3n2)cc1OC
assay / compound	17	18	19	20	21	22	23	24
UHRF1 binding	0.4	9.3	-2.3	-4.8	-1.6	-2.9	0.2	-0.6
rCAG binder	-3.9	-3.1	-3.1	12.5	-1.6	-1.1	-0.9	-3.9
PRMT1 inh	-1.2	8.9	-1.8	3.0	-3.5	-1.1	0.3	1.6
NR1D1 modulator	-0.2	-2.3	4.3	-8.3	2.2	-0.8	5.8	2.5
HTRA1 inhibitor	-5.5	x	3.0	-3.6	7.3	3.6	3.9	5.6
PG9 Ab binder	-0.4	-0.1	2.0	0.7	1.7	1.6	1.1	-1.3
TCR CD3 inh	8.7	2.4	7.5	-9.1	-6.7	5.6	9.3	-3.5
mABHD4 FP	-1.1	-1.5	-5.0	-5.5	2.9	1.6	-3.0	2.5
LEDGF integ inh	-1.1	-3.2	-1.7	5.0	0.6	-1.5	-0.4	-0.5
MBD2 inh	-0.8	0.3	-1.6	-7.7	-2.1	-2.5	-6.0	3.9

25) C=CCN1C(=O)NC(=O)/C(=C/c2c(CCN(C)C(=O)c3ccccc3)cc3c(c2OC)OCO3)C1=O
26) CC1(C)CC(=O)C=C(NCCN2CCN(C(=O)Cc3ccc(Cl)cc3)CC2)C1
27) COc1ccc(C(c2nnnn2-c2ccc3c(c2)OCCO3)N2CCC(n3c(=O)[nH]c4ccccc43)CC2)cc1 (stereo not drawn)
28) OC(CNCCc1c[nH]c2ccccc12)C(F)(F)F (stereo not drawn)
29) COc1ccc(C(O)C(C)NC(C)C(O)c2ccc(OC)cc2)cc1 (stereo not drawn)
30) FC(F)(F)c1ccc2c(c1)N(CCCN1CCN(CCCl)CC1)c1ccccc1S2
31) CSc1ccccc1NP1(=O)OCC(C)([N+](=O)[O-])CO1 (stereo not drawn)
32) CCOc1ccc(C(=O)OC2CC3CCC(C2)N3C)cc1 (stereo not drawn)
assay / compound	25	26	27	28	29	30	31	32
UHRF1 binding	-5.5	2.0	-2.2	3.0	1.4	-0.9	-0.1	-1.7
rCAG binder	-2.2	-1.4	11.9	-2.9	4.5	-7.4	3.7	1.2
PRMT1 inh	9.9	5.4	-4.2	2.2	2.3	2.7	0.9	-3.2
NR1D1 modulator	-3.9	-1.1	0.2	-2.8	0.5	-2.0	-5.0	-2.0
HTRA1 inhibitor	3.3	4.9	x	1.6	x	27.5	1.0	1.5
PG9 Ab binder	0.7	-0.5	1.5	0.4	-0.9	-3.0	-0.7	-1.8
TCR CD3 inh	-2.5	-5.5	5.5	-0.1	-1.7	1.7	2.7	0.4
mABHD4 FP	0.2	-12.6	-14.1	0.8	-9.3	22.5	4.9	0.1
LEDGF integ inh	1.8	-5.1	-3.4	-4.1	0.1	0.5	-0.9	2.1
MBD2 inh	-0.4	5.5	-3.1	3.4	1.3	-0.4	5.5	-0.2

33) Cc1cccn2c(=O)c3cc(C(=O)N4CCC5(CC4)OCCO5)n(C)c3nc12
34) Cn1cccc1CNCCc1ccccc1F
35) COC(=O)C1=C(c2ccc(OC(F)(F)F)cc2)C[C@@H]2CC[C@H]1N2C(=O)NC1CCCCC1
36) O=C(Cc1ccccc1[N+](=O)[O-])N1CCN(Cc2ccc3c(c2)OCO3)CC1
37) CCC(=Nc1cccc(C(F)(F)F)c1)c1c(O)n(C)c(=O)n(C)c1=O
38) CC(N)C(=O)NC1C2C(=C(O)CC(O)C2O)C(=O)OC1(C)C(Cl)Cl (stereo not drawn)
39) CCC(COC(=O)NC)NC(=O)Oc1cccc(C)c1 (stereo not drawn)
40) CC[C@H]1CN(C)C[C@@]2(C(=O)OC)Cc3c([nH]c4ccccc34)C(=O)C[C@@H]12
assay / compound	33	34	35	36	37	38	39	40
UHRF1 binding	-1.7	-0.9	-0.1	-0.3	-3.1	-1.3	-0.1	-2.8
rCAG binder	-1.8	0.9	-6.2	-3.7	-0.7	-0.5	2.7	-3.6
PRMT1 inh	2.1	0.1	-3.8	-4.6	-2.8	0.1	-2.4	-0.6
NR1D1 modulator	8.8	-2.8	-0.4	-0.9	-1.7	-2.0	-0.5	3.4
HTRA1 inhibitor	0.1	4.7	-28.2	x	0.0	-3.0	10.2	2.9
PG9 Ab binder	-1.2	-1.3	0.6	-0.1	-2.6	-2.0	0.3	1.5
TCR CD3 inh	4.0	6.0	-0.1	5.6	0.1	-3.1	-0.9	7.2
mABHD4 FP	0.9	-1.8	-2.5	-4.0	10.0	-0.2	-3.5	-0.8
LEDGF integ inh	-0.2	-3.7	1.3	0.4	-1.0	6.0	-1.0	0.8
MBD2 inh	-5.1	-0.6	-2.3	2.4	-3.5	-6.2	-2.0	0.6

41) COc1ccc(O)c(CN2CCCC(C(=O)c3ccccc3SC)C2)c1 (stereo not drawn)
42) Cc1ccc(N2C(=O)NC(=O)C(CCc3ccncc3)(Cc3cccc(Cl)c3Cl)C2=O)cc1 (stereo not drawn)
43) Cc1ccccc1-n1c(C)nc2ccccc2c1=O
44) CCCCn1nnnc1C(CCSC)N1CCC(n2c(=O)[nH]c3ccccc32)CC1 (stereo not drawn)
45) CCOC(=O)[C@]12Cc3c(cc(OC)c(OC)c3OC)[C@H]1N(C(C)C)C(=O)c1ccccc12
46) CC(C)(C)[C@]1(O)C[C@@H]2OC(=O)C[C@@]23C(=O)O[C@@H]2OC(=O)[C@@H](O)C213 (stereo partly drawn)
47) Clc1ccccc1C1=NCc2nncn2-c2sc(Br)cc21
48) COc1ccc(C(=O)N/N=C/C23CC[C@@H](O)CC2(O)CC[C@@H]2[C@@H]3CCC3(C)C(C4=CC(=O)OC4)CCC23O)cc1 (stereo partly drawn)
assay / compound	41	42	43	44	45	46	47	48
UHRF1 binding	-1.1	1.0	-0.7	1.3	-1.3	0.7	1.4	3.0
rCAG binder	-8.0	0.2	-4.7	1.5	-2.3	0.8	-1.5	-0.5
PRMT1 inh	-3.0	-1.1	-2.2	1.4	0.9	1.7	3.3	-4.7
NR1D1 modulator	6.6	1.9	-0.2	-3.3	6.3	0.2	-3.4	-6.3
HTRA1 inhibitor	-5.7	4.6	-4.4	x	x	-2.9	x	2.2
PG9 Ab binder	-0.7	-0.5	-2.0	1.8	-1.1	-0.4	0.9	-1.5
TCR CD3 inh	2.6	1.8	0.1	0.2	6.4	2.7	-5.6	5.5
mABHD4 FP	2.2	1.1	2.5	-3.8	1.9	0.1	-3.7	-1.4
LEDGF integ inh	-0.9	2.1	-1.8	-3.8	0.1	-0.8	-1.6	-0.4
MBD2 inh	0.9	3.0	-2.5	-1.7	-1.5	-2.3	1.6	6.4

Compounds 46–48, reprinted for reference:
46) CC(C)(C)[C@]1(O)C[C@@H]2OC(=O)C[C@@]23C(=O)O[C@@H]2OC(=O)[C@@H](O)C213 (stereo partly drawn)
47) Clc1ccccc1C1=NCc2nncn2-c2sc(Br)cc21
48) COc1ccc(C(=O)N/N=C/C23CC[C@@H](O)CC2(O)CC[C@@H]2[C@@H]3CCC3(C)C(C4=CC(=O)OC4)CCC23O)cc1 (stereo partly drawn)
assay / compound	46	47	48
UHRF1 binding	0.7	1.4	3.0
rCAG binder	0.8	-1.5	-0.5
PRMT1 inh	1.7	3.3	-4.7
NR1D1 modulator	0.2	-3.4	-6.3
HTRA1 inhibitor	-2.9	x	2.2
PG9 Ab binder	-0.4	0.9	-1.5
TCR CD3 inh	2.7	-5.6	5.5
mABHD4 FP	0.1	-3.7	-1.4
LEDGF integ inh	-0.8	-1.6	-0.4
MBD2 inh	-2.3	1.6	6.4

Bioassay records (PubChem)
